Screening data (PubChem BioAssay)
KCNQ2 inh – KCNQ2 potassium channel inhibitors, primary screen, cell-based, CHO-K1, FluxOR thallium flux, B-score (AID 2156) | 310,000 compounds, 1.1% hits | B-score at 10 µM | Potassium voltage-gated channel subfamily KQT member 2 (Rattus norvegicus), O88943 | 20 min; hits give low values;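 active means fluorescence ratio B-score at most minus 3 library SDs, with starting brightness B-score within 2 library SDs, cut at about -5.5 in these data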
Target sequence (O88943 whole entry, looked up): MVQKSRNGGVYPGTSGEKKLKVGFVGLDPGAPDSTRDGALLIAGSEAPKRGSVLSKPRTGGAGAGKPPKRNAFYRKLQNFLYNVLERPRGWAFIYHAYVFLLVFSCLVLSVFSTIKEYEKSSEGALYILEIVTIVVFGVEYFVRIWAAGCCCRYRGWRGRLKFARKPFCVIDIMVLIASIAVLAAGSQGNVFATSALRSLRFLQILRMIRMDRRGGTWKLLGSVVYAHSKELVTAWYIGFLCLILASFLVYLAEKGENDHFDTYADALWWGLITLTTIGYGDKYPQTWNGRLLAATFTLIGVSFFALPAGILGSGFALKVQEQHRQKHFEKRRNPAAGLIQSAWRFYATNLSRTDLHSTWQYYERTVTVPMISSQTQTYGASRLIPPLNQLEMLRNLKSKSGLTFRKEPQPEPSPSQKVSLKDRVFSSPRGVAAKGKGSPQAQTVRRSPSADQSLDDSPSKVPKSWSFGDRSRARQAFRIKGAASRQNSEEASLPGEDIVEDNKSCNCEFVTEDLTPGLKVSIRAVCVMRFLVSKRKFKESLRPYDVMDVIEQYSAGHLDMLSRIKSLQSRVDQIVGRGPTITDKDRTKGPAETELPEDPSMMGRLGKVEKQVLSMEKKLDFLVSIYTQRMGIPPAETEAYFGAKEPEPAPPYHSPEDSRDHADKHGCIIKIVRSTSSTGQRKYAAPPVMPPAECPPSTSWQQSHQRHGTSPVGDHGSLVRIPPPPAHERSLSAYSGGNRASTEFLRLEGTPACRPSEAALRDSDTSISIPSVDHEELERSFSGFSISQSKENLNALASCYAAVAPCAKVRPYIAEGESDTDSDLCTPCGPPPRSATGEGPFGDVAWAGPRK
OX1R antag – antagonists of human orexin 1 receptor (OX1R) | 330,000 compounds, 1.8% hits | inhibition, % at 6.6 µM | OX1R-expressing cells, FRET antagonist read-out | Orexin/Hypocretin receptor type 1 (Homo sapiens), O43613; in the data active means inhibition mostly above about 38%, no sharp cut-off; inactive means mostly below about 40%;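 further: 0% = agonist challenge alone and 100% = reference antagonist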
STK33 kinase inh – inhibitors of purified STK33 kinase, primary screen, biochemical, ADP-Glo luminescence, homogeneous, cell-free. 320,000 compounds, 0.073% hits. MBP phosphorylation. Serine/threonine-protein kinase 33 (Homo sapiens), Q9BYT3. inhibition, % at 10 µM;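 active means inhibition at or above 25%, using the most active replicate where run in duplicate; inactive means inhibition below 25%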
* hit, by the source's call.

Results for CC(=O)N(Cc1ccccc1)Cc1cn(CCC#N)nc1-c1cccc([N+](=O)[O-])c1 ?
KCNQ2 inh: inactive; OX1R antag: 11; STK33 kinase inh: -1.0

What do the screens show for `COc1cccc(CNC(=O)c2ccc(CS(=O)(=O)Cc3ccccc3C)o2)c1`?
KCNQ2 inh: inactive; OX1R antag: 12; STK33 kinase inh: -0.4

Results for COc1c2ccoc2nc2c(OC)c(OCC(O)C(C)(C)O)ccc12 (stereo not given) ?
OX1R antag: 27; STK33 kinase inh: -0.4

How did Cc1cc(N2CC(C(=O)NCc3cccs3)CC2=O)ccc1C(C)C (stereo not given) do in these assays?
KCNQ2 inh: inactive; OX1R antag: 13; STK33 kinase inh: -2.9

How did Cc1ccc(OCC(=O)c2cc(C)n(Cc3cccs3)c2C)c([N+](=O)[O-])n1 do in these assays?
KCNQ2 inh: inactive; OX1R antag: 49; STK33 kinase inh: 1.3

What do the screens show for `CCCc1nc2ccc(NC(=O)c3ccco3)cc2c(=O)n1Cc1ccccc1Cl`?
KCNQ2 inh: inactive; OX1R antag: 12; STK33 kinase inh: -1.9

What do the screens show for `COc1ccc(C(C(=O)NC2CCCC2)N(C(=O)Cc2cccs2)C2CC2)cc1OC` (stereo not given)?
KCNQ2 inh: inactive; OX1R antag: 4; STK33 kinase inh: -0.1

How did CC(=O)c1sc2nc(C)cc(C)c2c1N do in these assays?
KCNQ2 inh: inactive; OX1R antag: 27; STK33 kinase inh: 6.5

Results for CCOC(=O)CNC(=O)c1cnc(Nc2ccccc2OC)c2ccccc12 ?
KCNQ2 inh: inactive; OX1R antag: 8; STK33 kinase inh: -2.3

How did COc1cccc(N(C(=O)c2snc(C(N)=O)c2N)C(C(=O)NCC2CCCO2)c2c[nH]c3ccccc23)c1 (stereo not given) do in these assays?
KCNQ2 inh: inactive; OX1R antag: 5; STK33 kinase inh: -1.5

What do the screens show for `CCCCNC(=O)c1ccccc1Cl`?
KCNQ2 inh: inactive; OX1R antag: 1; STK33 kinase inh: 2.4

Results for COC(=O)c1c(Cl)c2n3ccccc3c(C)c(-c3ccccc3)c-2c1C(=O)OC ?
KCNQ2 inh: inactive; OX1R antag: 25

Results for O=C(CN(Cc1cccs1)C(=O)c1csnn1)NC1CCCC1 ?
KCNQ2 inh: inactive; OX1R antag: 4; STK33 kinase inh: 0.2

Results for Cn1c(Cn2cnc([N+](=O)[O-])n2)nnc1SCC(=O)Nc1ccc(Br)cc1 ?
KCNQ2 inh: inactive; OX1R antag: 23; STK33 kinase inh: 1.7

How did CCOc1ccc(NC(=O)C(=O)NCC2CCCN2CC)cc1 (stereo not given) do in these assays?
KCNQ2 inh: inactive; OX1R antag: 4; STK33 kinase inh: 0.6

Fetched one by one from above (3):
Results for COc1c2ccoc2nc2c(OC)c(OCC(O)C(C)(C)O)ccc12 (stereo not given) ?
OX1R antag: 27; STK33 kinase inh: -0.4

Results for Cn1c(Cn2cnc([N+](=O)[O-])n2)nnc1SCC(=O)Nc1ccc(Br)cc1 ?
KCNQ2 inh: inactive; OX1R antag: 23; STK33 kinase inh: 1.7

How did COc1cccc(N(C(=O)c2snc(C(N)=O)c2N)C(C(=O)NCC2CCCO2)c2c[nH]c3ccccc23)c1 (stereo not given) do in these assays?
KCNQ2 inh: inactive; OX1R antag: 5; STK33 kinase inh: -1.5

(listing goes on)
How did CC(=O)N1CCc2cc(S(=O)(=O)NCCCN3CCN(Cc4ccccc4)CC3)ccc21 do in these assays?
KCNQ2 inh: inactive; OX1R antag: 7; STK33 kinase inh: -0.6

Results for CCn1c(SCC(=O)c2c(N)n(C3CC3)c(=O)[nH]c2=O)nc2cc(S(N)(=O)=O)ccc21 ?
OX1R antag: 2; STK33 kinase inh: 0.9

How did O=C(Nc1ccncc1)Nc1ccc(F)cc1 do in these assays?
KCNQ2 inh: inactive; STK33 kinase inh: -1.3

Results for O=C(CN1C(=O)c2ccccc2S1(=O)=O)NC1CC2CCC1C2 (stereo not given) ?
KCNQ2 inh: inactive; OX1R antag: 8; STK33 kinase inh: -0.8

How did Cc1ccc(-c2nnc(Nc3ccccc3)o2)cc1 do in these assays?
KCNQ2 inh: inactive; OX1R antag: 32; STK33 kinase inh: 0.0

Results for CN(C)C(=S)NCc1ccccc1 ?
KCNQ2 inh: inactive; OX1R antag: 22; STK33 kinase inh: 1.4

How did COc1ccc(S(=O)(=O)Nc2ccc3c(c2)COC3=O)cc1OC do in these assays?
KCNQ2 inh: inactive; OX1R antag: 9; STK33 kinase inh: -0.6

Results for NC(=O)CSc1nnc(-c2cc(-c3ccc(Cl)cc3)nc3ccccc23)o1 ?
KCNQ2 inh: inactive; OX1R antag: 6; STK33 kinase inh: 0.5

What do the screens show for `C=CCSC(=S)NC1CCS(=O)(=O)C1` (stereo not given)?
KCNQ2 inh: inactive; OX1R antag: 11; STK33 kinase inh: -0.3

How did CCCc1nnc(NC(=O)CN2CCN(C)CC2)s1 do in these assays?
KCNQ2 inh: inactive; OX1R antag: 4; STK33 kinase inh: 0.7

How did Cc1cc(Nc2ccc(C)c(C)c2)n2nc(C)nc2n1 do in these assays?
KCNQ2 inh: inactive; OX1R antag: 12; STK33 kinase inh: -0.9

Results for CC(c1ccco1)N(C(=O)Nc1ccc(Cl)cc1)c1ccccn1 (stereo not given) ?
KCNQ2 inh: inactive; OX1R antag: 18; STK33 kinase inh: 0.2

Results for O=C(CCCC(=O)N1CCN(c2cccc(Cl)c2)CC1)c1ccccc1 ?
KCNQ2 inh: inactive; OX1R antag: 3; STK33 kinase inh: 0.1

Results for Cc1cc(C)cc(C(=O)NN2CCOCC2)c1 ?
KCNQ2 inh: inactive; OX1R antag: -1; STK33 kinase inh: 2.2

Results for O=C(COC(=O)/C=C/c1ccccc1)NCc1ccc2c(c1)OCO2 ?
OX1R antag: 1; STK33 kinase inh: -2.0

Overlap with the part before: 2 compounds, followed by the next part.
Results for Cc1cc(C)cc(C(=O)NN2CCOCC2)c1 ?
KCNQ2 inh: inactive; OX1R antag: -1; STK33 kinase inh: 2.2

Results for O=C(COC(=O)/C=C/c1ccccc1)NCc1ccc2c(c1)OCO2 ?
OX1R antag: 1; STK33 kinase inh: -2.0

Results for OCC[C@@H]1C[C@H](O)[C@@H](O)[C@@]2(CCCCO2)O1 ?
KCNQ2 inh: inactive; OX1R antag: 5; STK33 kinase inh: -0.9

Results for O=C(Cn1nnc(-c2ccccc2)n1)NCc1cccs1 ?
KCNQ2 inh: inactive; OX1R antag: 22; STK33 kinase inh: -1.1

How did CCOc1ccc(N2C(=O)CC(N3CCN(C(=O)c4ccco4)CC3)C2=O)cc1 (stereo not given) do in these assays?
KCNQ2 inh: inactive; OX1R antag: 3; STK33 kinase inh: -1.5

Results for COC(=O)c1cccc(NC(=O)CCNC(=O)c2ccc([N+](=O)[O-])cc2)c1 ?
KCNQ2 inh: inactive; OX1R antag: 42; STK33 kinase inh: 0.1

What do the screens show for `Oc1ccc(N2CCN(C(c3cccnc3)c3nnnn3Cc3ccccc3)CC2)cc1` (stereo not given)?
KCNQ2 inh: inactive; OX1R antag: -2; STK33 kinase inh: -0.5

How did CCOC(=O)C1=C(C)NC(=O)NC1c1ccc(OC)c(CN2CCOCC2)c1 (stereo not given) do in these assays?
KCNQ2 inh: inactive; OX1R antag: 13; STK33 kinase inh: -0.4

Results for COc1ccc(C(=O)CSc2nc3ccccc3n2CC(=O)c2ccccc2)cc1 ?
KCNQ2 inh: inactive; OX1R antag: -2; STK33 kinase inh: -1.2

How did CCn1c(=O)c([N+](=O)[O-])c(NCc2ccco2)c2ccccc21 do in these assays?
KCNQ2 inh: inactive; OX1R antag: 14; STK33 kinase inh: 0.1

How did COc1ccc(-c2cc(C(F)(F)F)n3nc(C(=O)N4CCN(C(=O)c5ccco5)CC4)cc3n2)cc1 do in these assays?
KCNQ2 inh: inactive; OX1R antag: 12; STK33 kinase inh: -1.0

What do the screens show for `C=C[C@]1(C)C=C2CCC3[C@](C)(CCC[C@@]3(C)C(=O)O)C2CC1` (stereo not given in full)?
KCNQ2 inh: inactive; OX1R antag: 3; STK33 kinase inh: -3.8

Results for CCn1c(=O)c([N+](=O)[O-])c(NC2CCS(=O)(=O)C2)c2ccccc21 (stereo not given) ?
KCNQ2 inh: inactive; OX1R antag: 10; STK33 kinase inh: -1.4

Results for COc1ccc(C2/C(=C(/O)c3ccccc3)C(=O)C(=O)N2C)c(OC)c1 (stereo not given) ?
KCNQ2 inh: inactive; OX1R antag: 10; STK33 kinase inh: -1.4

What do the screens show for `Cc1ccccc1N1CCN(c2ccc(NC(=O)C3CCCCC3C(=O)O)cc2)CC1` (stereo not given)?
KCNQ2 inh: inactive; OX1R antag: 9; STK33 kinase inh: -2.6

What do the screens show for `CC(C(=O)Nc1ccc(OCc2ccccc2)cc1)N1CCCC1` (stereo not given)?
KCNQ2 inh: inactive; OX1R antag: -6; STK33 kinase inh: 0.0

How did CCOc1cc(/C=C2\C(=O)N(Cc3ccc(C)cc3)C(C)=C2C(=O)OC)ccc1O do in these assays?
KCNQ2 inh: inactive; OX1R antag: 31; STK33 kinase inh: -0.9

Results for C#CCN1C(=O)S/C(=C\c2ccc(-c3ccc(C(=O)O)cc3C)o2)C1=O ?
KCNQ2 inh: inactive; OX1R antag: -6; STK33 kinase inh: 0.1

How did CCCN(CC(=O)Nc1ccc(F)c(F)c1F)C(=O)c1ccc(N2CCCC2=O)cc1 do in these assays?
OX1R antag: 6; STK33 kinase inh: -0.8

Results for Cc1ccc(-c2noc(CCC(=O)NCc3ccco3)n2)cc1 ?
KCNQ2 inh: inactive; OX1R antag: 22; STK33 kinase inh: -1.0

Results for Cc1[nH]n(-c2ccc([N+](=O)[O-])cc2)c(=O)c1C=NCC1CCCO1 (stereo not given) ?
KCNQ2 inh: inactive; OX1R antag: 27; STK33 kinase inh: 0.1

How did CO[C@H]1O[C@H](C)[C@@H](O)C[C@H]1NC(=O)OCc1ccccc1 do in these assays?
KCNQ2 inh: inactive; OX1R antag: -1; STK33 kinase inh: -1.5

How did Cc1ccc(S(=O)(=O)N(C)C[C@@H]2Oc3ccc(NC(=O)Cn4cnnn4)cc3C(=O)N([C@@H](C)CO)C[C@H]2C)cc1 do in these assays?
OX1R antag: 2; STK33 kinase inh: -0.5

How did CCc1ccc(C(=O)COC(=O)C(Cc2ccccc2)NC(=O)c2ccc(Cl)cc2)cc1 (stereo not given) do in these assays?
KCNQ2 inh: inactive; OX1R antag: 24; STK33 kinase inh: 0.7

Results for Cc1cccc(NC(=O)Nc2ccc3c(c2)N(C)C(=O)CS3)n1 ?
KCNQ2 inh: inactive; OX1R antag: 10; STK33 kinase inh: -2.4

What do the screens show for `O=C(O)COc1ccc2c(c1)O/C(=C\c1cccs1)C2=O`?
KCNQ2 inh: inactive; OX1R antag: 60; STK33 kinase inh: 17

Results for CCCCNC(=O)CCC(=O)Nc1ncc(-c2ccc(C)cc2)n1C ?
KCNQ2 inh: inactive; OX1R antag: 9; STK33 kinase inh: 0.6

What do the screens show for `O=C(CSc1ccc2nnc(-c3ccc(Cl)cc3)n2n1)N1CCc2ccccc21`?
KCNQ2 inh: inactive; OX1R antag: 9; STK33 kinase inh: 0.0

What do the screens show for `Cc1ccc2c(C)c(C(=O)N3CCN(c4cnccn4)CC3)oc2c1C`?
KCNQ2 inh: inactive; OX1R antag: 16; STK33 kinase inh: 0.0

What do the screens show for `CC(C)=C1C2C=CC1C1C(=O)N(c3ccc4c(c3)OCO4)C(=O)C21` (stereo not given)?
KCNQ2 inh: inactive; OX1R antag: 24; STK33 kinase inh: -1.9

Results for O=C(CSc1nc2ccccc2c(=O)n1Cc1ccc(F)cc1)NCc1cccs1 ?
KCNQ2 inh: inactive; OX1R antag: 23; STK33 kinase inh: -0.9

How did Cc1cnc(C(=O)OCC(=O)Nc2cccc3ccccc23)cn1 do in these assays?
OX1R antag: 7; STK33 kinase inh: -0.5

What do the screens show for `C=C(C)C(=O)Nc1ccc2c(c1)OCCOCCOCCO2`?
KCNQ2 inh: inactive; OX1R antag: 8; STK33 kinase inh: 0.9

How did Cc1ccc(S(=O)(=O)N[C@H](C(=O)N2CCC(C(=O)N[C@H](C(=O)O)c3ccccc3)CC2)C(C)C)cc1 do in these assays?
KCNQ2 inh: inactive; OX1R antag: 10; STK33 kinase inh: -0.4

Results for Cc1ccc(-c2csc3nc4c5ccccc5c(NCCCN(C)C)nn4c(=O)c23)cc1 ?
KCNQ2 inh: inactive; OX1R antag: 5; STK33 kinase inh: 0.9

How did CCOc1cc(C2NC(=O)NC(c3ccccc3)=C2C(C)=O)ccc1OCC(N)=O (stereo not given) do in these assays?
KCNQ2 inh: inactive; OX1R antag: -11; STK33 kinase inh: -0.3

Results for O=C(N/N=C/c1ccccc1)c1ccc(NC(=O)c2ccc(F)cc2)cc1 ?
KCNQ2 inh: inactive; OX1R antag: 13; STK33 kinase inh: 0.2

How did CCCCCn1c(SCCc2ccccc2)nc2c1c(=O)[nH]c(=O)n2C do in these assays?
KCNQ2 inh: inactive; OX1R antag: 8; STK33 kinase inh: 0.2

What do the screens show for `O=C(COC(=O)c1c(Cl)cccc1Cl)NCc1cccs1`?
OX1R antag: 9; STK33 kinase inh: 1.0

Results for CN(C)C=NC(=O)c1cc(C(=O)c2ccc(C(C)(C)C)cc2)c[nH]1 ?
KCNQ2 inh: inactive; OX1R antag: 10; STK33 kinase inh: -2.6

How did COC1c2ccccc2C(=O)N1Cc1ccc(F)cc1 (stereo not given) do in these assays?
KCNQ2 inh: inactive; OX1R antag: -7; STK33 kinase inh: -1.3

Results for COc1ccc(S(=O)(=O)N2CCOCC2)cc1NC(=O)CO/N=C/c1ccccc1OC(F)F ?
KCNQ2 inh: inactive; OX1R antag: 25; STK33 kinase inh: -0.4
